# mHTT CaM bind – mHTT-calmodulin interaction abrogation | P42858 | 190,000 tested, 3.6% active | AlphaScreen His-mHTT/GST-CaM binding, luminescence | inhibition, % at 15 µM;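 note: 0% = both proteins with DMSO and 100% = one protein alone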
# Target sequence (P42858 whole entry, looked up, stated change not applied): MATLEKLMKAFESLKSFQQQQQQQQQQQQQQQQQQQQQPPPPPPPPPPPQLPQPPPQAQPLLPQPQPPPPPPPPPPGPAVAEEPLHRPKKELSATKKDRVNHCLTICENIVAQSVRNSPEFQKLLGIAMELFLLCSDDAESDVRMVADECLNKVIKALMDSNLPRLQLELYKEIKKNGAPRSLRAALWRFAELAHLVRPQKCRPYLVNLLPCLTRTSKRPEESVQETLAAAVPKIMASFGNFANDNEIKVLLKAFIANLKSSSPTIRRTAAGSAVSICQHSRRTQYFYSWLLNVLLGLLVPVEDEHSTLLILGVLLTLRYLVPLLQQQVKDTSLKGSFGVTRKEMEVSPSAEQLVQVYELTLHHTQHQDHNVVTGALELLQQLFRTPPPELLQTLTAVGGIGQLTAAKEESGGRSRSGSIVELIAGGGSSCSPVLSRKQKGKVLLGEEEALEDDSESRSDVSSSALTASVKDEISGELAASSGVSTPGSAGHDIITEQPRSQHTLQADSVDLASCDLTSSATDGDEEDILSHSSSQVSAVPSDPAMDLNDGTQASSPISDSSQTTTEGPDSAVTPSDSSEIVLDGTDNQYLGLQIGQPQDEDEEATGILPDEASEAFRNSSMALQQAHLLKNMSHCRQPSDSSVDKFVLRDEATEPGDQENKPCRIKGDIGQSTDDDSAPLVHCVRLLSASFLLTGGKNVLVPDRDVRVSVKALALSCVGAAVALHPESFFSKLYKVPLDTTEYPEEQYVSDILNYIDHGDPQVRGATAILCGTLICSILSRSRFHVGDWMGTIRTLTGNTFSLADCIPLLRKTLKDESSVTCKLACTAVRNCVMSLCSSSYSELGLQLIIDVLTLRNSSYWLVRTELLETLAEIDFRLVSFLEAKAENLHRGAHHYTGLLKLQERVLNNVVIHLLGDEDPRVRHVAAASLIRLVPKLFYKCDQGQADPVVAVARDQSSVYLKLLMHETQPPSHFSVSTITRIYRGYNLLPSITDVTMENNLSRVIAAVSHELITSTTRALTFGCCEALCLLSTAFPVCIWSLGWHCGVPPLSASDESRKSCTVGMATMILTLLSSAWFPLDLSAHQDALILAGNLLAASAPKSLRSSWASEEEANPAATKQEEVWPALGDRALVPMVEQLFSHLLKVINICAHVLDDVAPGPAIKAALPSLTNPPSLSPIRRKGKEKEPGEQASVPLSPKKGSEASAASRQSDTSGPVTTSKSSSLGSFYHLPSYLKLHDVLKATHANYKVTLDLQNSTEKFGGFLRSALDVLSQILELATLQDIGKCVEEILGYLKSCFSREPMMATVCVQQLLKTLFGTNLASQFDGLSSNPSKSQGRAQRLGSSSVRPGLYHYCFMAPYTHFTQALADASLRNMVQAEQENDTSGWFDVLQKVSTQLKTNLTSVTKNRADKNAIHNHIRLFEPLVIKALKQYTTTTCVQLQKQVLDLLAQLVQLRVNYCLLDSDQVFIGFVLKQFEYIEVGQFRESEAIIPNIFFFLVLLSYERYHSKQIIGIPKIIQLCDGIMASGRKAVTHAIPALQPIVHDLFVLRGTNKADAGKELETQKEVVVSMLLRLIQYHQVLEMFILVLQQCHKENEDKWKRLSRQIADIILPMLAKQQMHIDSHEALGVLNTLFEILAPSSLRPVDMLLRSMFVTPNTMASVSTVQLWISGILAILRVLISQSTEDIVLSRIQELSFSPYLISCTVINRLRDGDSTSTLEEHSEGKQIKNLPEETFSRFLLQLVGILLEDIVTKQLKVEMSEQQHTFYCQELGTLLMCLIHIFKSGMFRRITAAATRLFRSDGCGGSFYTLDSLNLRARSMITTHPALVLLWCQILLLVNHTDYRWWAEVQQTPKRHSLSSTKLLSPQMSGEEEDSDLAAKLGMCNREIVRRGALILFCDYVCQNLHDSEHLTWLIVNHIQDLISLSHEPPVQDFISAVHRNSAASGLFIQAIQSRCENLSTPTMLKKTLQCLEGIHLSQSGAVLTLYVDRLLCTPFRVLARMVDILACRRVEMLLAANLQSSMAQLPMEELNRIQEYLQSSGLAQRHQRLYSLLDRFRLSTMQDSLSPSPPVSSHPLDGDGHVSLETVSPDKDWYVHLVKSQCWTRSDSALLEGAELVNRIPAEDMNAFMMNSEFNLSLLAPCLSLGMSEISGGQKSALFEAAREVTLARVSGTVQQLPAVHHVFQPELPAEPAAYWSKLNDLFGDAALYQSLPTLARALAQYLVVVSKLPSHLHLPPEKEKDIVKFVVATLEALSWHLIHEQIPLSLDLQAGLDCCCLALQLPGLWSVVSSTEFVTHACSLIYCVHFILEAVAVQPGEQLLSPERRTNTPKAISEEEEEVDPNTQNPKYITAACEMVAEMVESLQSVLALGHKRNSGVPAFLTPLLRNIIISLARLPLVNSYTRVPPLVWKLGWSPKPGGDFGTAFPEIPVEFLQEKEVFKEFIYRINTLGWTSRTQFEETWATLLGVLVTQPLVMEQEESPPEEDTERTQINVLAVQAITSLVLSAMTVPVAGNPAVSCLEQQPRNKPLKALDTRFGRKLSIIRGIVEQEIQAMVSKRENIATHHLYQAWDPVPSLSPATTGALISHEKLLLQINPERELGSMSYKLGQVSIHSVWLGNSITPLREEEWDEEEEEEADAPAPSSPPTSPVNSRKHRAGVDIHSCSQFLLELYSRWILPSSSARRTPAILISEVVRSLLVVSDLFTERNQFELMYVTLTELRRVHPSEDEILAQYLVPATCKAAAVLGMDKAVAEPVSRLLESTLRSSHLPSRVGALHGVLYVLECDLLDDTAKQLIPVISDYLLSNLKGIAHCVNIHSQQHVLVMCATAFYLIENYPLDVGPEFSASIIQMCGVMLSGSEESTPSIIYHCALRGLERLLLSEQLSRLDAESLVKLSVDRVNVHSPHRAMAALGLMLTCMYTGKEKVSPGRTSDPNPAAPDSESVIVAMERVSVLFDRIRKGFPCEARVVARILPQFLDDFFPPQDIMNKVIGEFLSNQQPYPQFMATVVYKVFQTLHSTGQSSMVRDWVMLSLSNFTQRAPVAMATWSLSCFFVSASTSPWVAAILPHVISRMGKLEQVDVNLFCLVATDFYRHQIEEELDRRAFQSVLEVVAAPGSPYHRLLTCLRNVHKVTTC
# Pf apPOL inh – Pf-apPOL DNA polymerase inhibition; Recombinant Pf-apPOL, molecular beacon fluorescence, 1.5 h; inhibition, % at 10 µM; 210,000 tested, 0.25% active; AID 1794808
# Active calls of the source: *; i = inactive; nt = not tested or not shown; & = joins results of further samples. Cut-off read from the data, not from the text of the source: active = inhibition above about 50%; inactive = the rest.
SMILES,mHTT CaM bind,Pf apPOL inh
CCc1cc(C2CCCN2C(=O)c2cnn3cc(Br)cnc23)on1 (stereo unspecified),20,1
COc1ccc(Cl)cc1NS(=O)(=O)c1cc(Cl)ccc1OC,-4,3
CC(C)=NNC(=O)NCc1ccccc1,nt,-1
O=c1[nH]c2ccc(S(=O)(=O)Nc3ccccc3O)cc2[nH]1,-2,-5
Cc1ccccc1C(=O)Nc1cccc(NC(=O)COc2ccc(Cl)cc2Cl)c1,5,-1
COc1ccc(C(CNC(=O)Cc2ccc(Cl)cc2)N2CCN(C)CC2)cc1 (stereo unspecified),-3,-5
O=C(c1ccc([N+](=O)[O-])o1)N1CCN(c2ccc(F)cc2)CC1,-1,-2
O=C1CC2(CCCC2)C(=O)N1c1ccc(S(=O)(=O)NCC2CC2)cc1Cl,nt,-6
COc1ccc(NC(=O)c2sc3[nH]c(=O)c(C(=O)O)cc3c2N)c(OC)c1,5,-8
Cc1noc(C)c1S(=O)(=O)N1CCC(CC(=O)NCc2ccccc2)CC1,-8,0
CC(=O)NCCSCc1ccccc1Cl,-4,-15
COC(=O)C1CCN(Cc2cc(=O)oc3cc(C)ccc23)CC1,4,-9
COc1ccc(C2C=C(c3cccc(Br)c3)Nc3nnnn32)cc1 (stereo unspecified),2,-4
COc1ccc(N=c2oc3ccc([N+](=O)[O-])cc3cc2C(=O)NC(C)=O)cc1,1,-9
CCOC(=O)C1CCN(Cc2cc(=O)oc3ccc(C)cc23)CC1,-9,-7
CCCCS(=O)(=O)N1CCN(c2ccc(Nc3cc(C)ccn3)nn2)CC1,0,-5
COc1ccc(C2C3=C(CCCC3=O)Nc3ncnn32)cc1OC (stereo unspecified),-11,-5
COc1cccc(C(=O)NCCSc2c[nH]c3ccccc23)c1,9,-4
Cc1ccc(NC(=O)Nc2nnc(SCCN3CCOCC3)s2)cc1C,-1,-2
Cc1cc(NC(=O)CSc2nnnn2-c2ccccc2)no1,-1,-23
O=C(Nc1ccc(N2CCCN(Cc3cccc(F)c3)C2=O)cc1)C1CCC1,6,2
CCSc1nc(=O)n(Cc2ccccc2)c2c1CCC2,-4,-5
O=C(NCC1CCCO1)c1cc(-c2ccc(Cl)s2)nc2ccccc12 (stereo unspecified),-9,-4
O=[N+]([O-])c1ccc(C2CC2(Br)Br)cc1 (stereo unspecified),nt,-11
Cc1cc(C)nc(NC(=O)NS(=O)(=O)Nc2ccc(Br)cn2)n1,0,-3
O=C(CSC(=O)c1ccco1)Nc1cc(C(F)(F)F)cc(C(F)(F)F)c1,nt,-1
Cc1ccc(N=C2NC(=O)C(CC(=O)Nc3ccc(Br)cc3)S2)cc1 (stereo unspecified),20,-3
NC(=O)c1ccc(-c2ccc(N3C(c4ccsc4)=Cc4ccc(F)cc4C3CC(=O)c3ccco3)cc2)cc1 (stereo unspecified),58*,-2
O=C(CC1(c2ccccc2)C(=O)c2ccccc2C1=O)Nc1ccccc1,-2,8
CC12CC(NC(=O)N1CCc1ccccc1)c1cc(Br)ccc1O2 (stereo unspecified),-3,-8
c1ccc(CN=C2SC(=Nc3ccccc3)C3=C2CCCC3)cc1,nt,5
Cc1ccc(C(=O)N2CCC(CCNC(=O)c3ccccc3Cl)CC2)cc1,2,-8
Cc1ccccc1NS(=O)(=O)c1cc2n(c1)CCCN(C)C2=O,-1,4
COc1nccnc1NC1CCN(C(=O)c2ccncc2)CC1,-1,3
Cc1ccc(C)c(NC(=O)CSc2cn(CCNC(=O)c3ccc(F)cc3)c3ccccc23)c1,6,-1
COc1ccc(NC(=O)C2CCN(c3ccc4ccccc4c3)C2=O)cc1 (stereo unspecified),6,0
O=C(Nc1c2c(nn1-c1ccc(Cl)cc1)CSC2)c1cccs1,50*,-1
O=C(CSCc1c(F)cccc1Cl)NCc1ccc2c(c1)OCO2,nt,-11
COc1cc(OC)c(NC(=O)CSc2nc3[nH]ncc3c(=O)n2-c2ccccc2)cc1Cl,49,-4
Cc1ccc(S(=O)(=O)Nc2ccc3c(c2)CCC(=O)N3)cc1Cl,19,-7
NC(=O)C1CCN(CCC(=O)Nc2ccc(F)c(F)c2)CC1,2,-5
Cc1nnc(C2CCCN(C(=O)c3cc(-c4ccco4)[nH]n3)C2)s1 (stereo unspecified),-13,-5
COc1cc(OC)cc(C(=O)NCC(O)c2ccoc2)c1 (stereo unspecified),-3,-7
COc1ccc(C(=O)N2CCCC3(C2)NC(=O)N(Cc2ccc(C)cc2)C3=O)cc1F (stereo unspecified),11,-8
Nc1cc2ccccc2oc1=O,1,-6
COc1ccc(C(=O)CCN(C)C)cc1,-2,-33
CC1(C(=O)NCc2cccnc2)CCC(=O)N1Cc1ccc2c(c1)OCO2 (stereo unspecified),3,2
COc1ccc(C2=N/C(=C\c3cccc(F)c3)C(=O)O2)cc1,0,0
S=C(Nc1ccc2ccccc2c1)Nc1cc(Cl)c(Cl)cc1Cl,nt,-3
CCCCC[C@H](C)N1C[C@@H](COCc2ccccc2)Oc2cc(N3CC[C@@H](O)C3)ccc2S1(=O)=O,74*,-7
COc1ccccc1C=C1Oc2cc(OC(=O)c3ccco3)ccc2C1=O,10,1
COc1cc(OC)cc(-c2nnc(NC(=O)c3ccc(S(=O)(=O)N4CCOCC4)cc3)o2)c1,10,-1
CC(=O)Nc1cccc(NC(=O)C(=O)Nc2cccc(NC(C)=O)c2)c1,3,1
Cc1ccc(C)c(-c2cc(CN(C)C(=O)C3CC3)no2)c1,3,0
CCc1nc(-c2cccnc2N2CCCC(C(=O)NCc3ccc(F)cc3)C2)no1 (stereo unspecified),7,-5
CCn1cnc2ccc(-c3noc(-c4ccc(OC)c(F)c4)n3)cc21,-3,-4
O=C(CCC1CCCC1)N1CCC(COc2ccccc2C(=O)N2CCCC2)CC1,9,-3
O=C(NC(c1ccccc1)c1ccccc1)c1c(F)c(F)c(F)c(F)c1F,-12,-3
Cc1ccc(S(=O)(=O)CCSc2nnc(-c3ccco3)n2C)cc1,nt,0
CSc1ccccc1NC(=O)c1cc2n(n1)C(C(F)(F)F)CC(c1ccc3c(c1)OCO3)N2 (stereo unspecified),45,-1
# (next part)
SMILES,mHTT CaM bind,Pf apPOL inh
COc1ccc(NC(=O)O/N=C/c2ccccc2Cl)cc1,i,0
Nc1ccc(NC(=O)c2ccc(C(=O)Nc3ccc(N)cc3Cl)cc2)c(Cl)c1,-2,18
COc1ccc(NC2C3CC4CC(C3)CC2C4)cc1OC (stereo unspecified),62*,-3
CCOC(=O)c1ccc(Oc2c(C)oc3cc(OCC(=O)c4ccc(OC)cc4)ccc3c2=O)cc1,-5,-2
Cc1ccc2nc(C)c(NC(=O)c3ccccc3C(F)(F)F)c(=O)n2c1,-17,-6
COc1ccc(OC)c(N(CC(=O)N2CCN(C)CC2)S(C)(=O)=O)c1,0,-9
O=C(Cn1cnc(-c2cccs2)cc1=O)NCc1nc2ccccc2[nH]1,12,-5
CCc1nc(C2CCCN2C(=O)c2ccc(OC)nc2OC)n[nH]1 (stereo unspecified),-1,-8
CNC(=O)c1cc2c(=O)n3ccccc3nc2n(CCc2ccccc2)c1=N,2,-1
CCOc1ccc2nc(SCC(=O)Nc3ccc4c(c3)OCO4)[nH]c2c1,12&7,-8&1
COc1ccccc1N1CCN(C(=O)C2CCN(c3cc(=O)n(C)c(=O)n3C)CC2)CC1,50,4
O=C(Nc1cc(Cl)cc(Cl)c1)c1ccc(F)c(S(=O)(=O)NCCc2ccccc2)c1,40,39
COc1ccc(C2CCC3(CCC(=O)N3CCOC(=O)NCc3ccc(Cl)cc3)CC2)cc1 (stereo unspecified),22,-5
N#CC1=C(N)SC(N)=C(C#N)C1c1ccc([N+](=O)[O-])cc1,6&29,1&-5
O=C(CCc1ccccc1)Nc1cc(Cl)ccc1Cl,-14,-4
COc1cc(NC(=O)CSc2nc3nc(C)c(Cc4ccccc4C)c(C)n3n2)cc(OC)c1,16,-8
CCc1ccc(-n2cnc3cc(C(=O)NCCOC)ccc32)cc1,1,37
Cc1c(NS(=O)(=O)c2ccccc2)cc(S(=O)(=O)c2ccc(Cl)cc2)c(O)c1C,4,7
Cn1c(=O)c2c(nc(Oc3ccc4c(c3)OCO4)n2Cc2ccccc2Cl)n(C)c1=O,-4&-2,6&4
COc1ccc(COc2cc(-c3cccc(OC)c3)nc3ccc(NC(=O)c4ccc(OC)cc4)cc23)cc1,3,-7

# Among those listed so far, these have two or more sulfur atoms.
SMILES,mHTT CaM bind,Pf apPOL inh
Cc1ccc(NC(=O)Nc2nnc(SCCN3CCOCC3)s2)cc1C,-1,-2
O=C(Nc1c2c(nn1-c1ccc(Cl)cc1)CSC2)c1cccs1,50*,-1
Cc1ccc(S(=O)(=O)CCSc2nnc(-c3ccco3)n2C)cc1,nt,0
Cc1c(NS(=O)(=O)c2ccccc2)cc(S(=O)(=O)c2ccc(Cl)cc2)c(O)c1C,4,7

# More entries follow:
SMILES,mHTT CaM bind,Pf apPOL inh
CCN1c2cc(C)ccc2-n2cccc2C12CCN(C(=O)NC1CCCC1)CC2,72*,-6
CCN1CCN(C(=O)c2ccc3c(c2)NC(=O)C2CCCCN32)CC1 (stereo unspecified),-4,-3
Nc1nnc(-c2ccccc2-c2nnc(N)s2)s1,1,0
Cc1ccccc1CS(=O)(=O)CCC(=O)NCCN1CCCCCC1,0,-15
Nc1csnc1-c1nnc(Nc2ccc3c(c2)OCO3)o1,1,nt
c1ccc(OCCOc2ccc(-c3cc(C4CCNCC4)[nH]n3)cc2)cc1,62*,8
Cc1ccccc1NC(=O)c1ccc(F)c(S(=O)(=O)N2CCc3ccccc32)c1,-10,-3
COc1ccc(-n2nc(C(=O)N3CCC4(CC3)OCCO4)c3ccccc3c2=O)cc1,-1,-3
CCC(=O)N1CCN(c2nc3c(s2)CC(C(=O)N2CCCCC2)CC3)CC1 (stereo unspecified),7,-1
COc1ccccc1/C=C/C=C1\N=C(c2ccc(Cl)cc2)OC1=O,8,-7
O=C(NC(=S)Nc1cc(-c2ccccc2)[nH]n1)c1ccccc1,nt,2&-1
CCOC(=O)C(=O)N1CCC(Cc2ccc3c(c2)OCO3)CC1,-3,-7
Cc1oc(N=Cc2cccc([N+](=O)[O-])c2)c(C#N)c1C,-3,-4
O=C(c1cccc(OCC2CCCN(C(=O)C3CCCCC3)C2)c1)N1CCCCC1 (stereo unspecified),19,-4
CCCc1[nH]n(-c2ccc(F)cc2)c(=O)c1C=NCc1ccc(OC)cc1,8,-3
O=C(NCCc1ccc(Cl)cc1)c1cc2n(n1)CCCN(Cc1ccc(F)cc1)C2=O,-11,-1
N#CC1=C(N)Oc2c(oc(CO)cc2=O)C1c1ccccc1 (stereo unspecified),-4,-3
COc1cccc(CN2CCN(C(=O)C(c3ccccc3)c3ccccc3)CC2)c1OC,28,-1
O=C1N=C(N2CCOCC2)S/C1=C/c1cccc(F)c1,-2,7
O=c1ccn(-c2nc(-c3ccccc3)oc2-c2ccccc2)c(=O)[nH]1,16,4
CCS(=O)(=O)N1CCCC(C)(C(=O)NCc2ccc(OC)cc2)C1 (stereo unspecified),-4,-13
O=C(Nc1ccc(Cl)cc1)ON=C1CCSC1,nt,-6
COc1ccc(OCC2c3cc(OC)c(OC)cc3CCN2C(=O)c2cccc(Cl)c2)cc1 (stereo unspecified),nt,-6
COc1ccc(-c2ccc(C(=O)N3CCc4ccccc4C3)s2)c(OC)c1OC,83*,-5
Cc1c(Cl)cccc1NC(=O)c1ccc([N+](=O)[O-])cc1Cl,-1,-6
Nc1n[nH]c(CCCc2nc(N)n[nH]2)n1,-5,-2
COc1ccc(C(=O)N2CCCC3(C2)Nc2ccccc2NC3=NC(C)(C)C)c(OC)c1 (stereo unspecified),41,8
COc1ccc(CN2CCc3nc(N4CCC(C)CC4)ncc3C2)c(OC)c1,74*,3
O=C(NCCNc1ccc([N+](=O)[O-])cc1)c1cccc(Br)c1,-2,-3
COc1ccc(-c2nc3n(n2)C(c2cccc(OC)c2OC)C2=C(CCCC2=O)N3)cc1 (stereo unspecified),-3,-2
OC(CN1CCN(C(c2ccccc2)c2ccccc2)CC1)c1ccccc1 (stereo unspecified),nt,-4
O=C(CCc1ccccc1)N1CCCN(c2nnc3ccc(Cl)cn23)CC1,1,-7
N#Cc1ccccc1NC(=O)C(=O)NCCCN1CCOC(c2ccccc2)C1 (stereo unspecified),0,-4
O=C(Nc1ccc(S(=O)(=O)N2CCCC2)cc1)c1ccc(Cl)cc1Cl,2,-1
O=C(O)CCS(=O)(=O)Cc1ccc(Cl)cc1,-1,27
Cn1nnnc1SCc1csc(/C=C(\C#N)C(N)=S)c1,-5,nt
O=C(c1ccc(-c2nccnc2N2CCCC2)cc1)N1CCN(c2ccccc2)CC1,-4,0
O=C(c1ccc(N2CCNC(c3ccccc3)C2)nc1)N1CCc2ccccc2C1 (stereo unspecified),71*,-6
COc1ccc(-n2nc(C(=O)N3CCOCC3)c3ccccc3c2=O)c(OC)c1,-7,4

# Reformatted field by field: 2 of the compounds above.
smiles: O=C(CCC1CCCC1)N1CCC(COc2ccccc2C(=O)N2CCCC2)CC1
  mHTT CaM bind = 9; Pf apPOL inh = -3

smiles: CCOC(=O)C1CCN(Cc2cc(=O)oc3ccc(C)cc23)CC1
  mHTT CaM bind = -9; Pf apPOL inh = -7

# Reprinted at random: seven compounds from above
SMILES,mHTT CaM bind,Pf apPOL inh
O=C(c1ccc(-c2nccnc2N2CCCC2)cc1)N1CCN(c2ccccc2)CC1,-4,0
NC(=O)C1CCN(CCC(=O)Nc2ccc(F)c(F)c2)CC1,2,-5
Cc1noc(C)c1S(=O)(=O)N1CCC(CC(=O)NCc2ccccc2)CC1,-8,0
O=C(CCc1ccccc1)N1CCCN(c2nnc3ccc(Cl)cn23)CC1,1,-7
CCOC(=O)C(=O)N1CCC(Cc2ccc3c(c2)OCO3)CC1,-3,-7
COc1cccc(C(=O)NCCSc2c[nH]c3ccccc23)c1,9,-4
NC(=O)c1ccc(-c2ccc(N3C(c4ccsc4)=Cc4ccc(F)cc4C3CC(=O)c3ccco3)cc2)cc1 (stereo unspecified),58*,-2

# Not all compounds are listed, so the mix of outcomes need not match the whole.
